Screens (PubChem BioAssay)
M1 antag = antagonists of human M1 muscarinic receptor. P11229. CHO-K1 hM1, Fluo-8 calcium fluorescence, ACh EC80 antagonist. inhibition, % at 3 µM. 1.3% of 360,000 active. AID 588852;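 active means percent inhibition above its own plate's cutoff, namely the mean of that plate's compound wells plus 3 SD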;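 further: peak over basal fluorescence ratio during 140 s after agonist addition; 0% = ACh EC80 plus DMSO and 100% = DMSO alone without agonist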
Target sequence (P11229 whole entry, looked up): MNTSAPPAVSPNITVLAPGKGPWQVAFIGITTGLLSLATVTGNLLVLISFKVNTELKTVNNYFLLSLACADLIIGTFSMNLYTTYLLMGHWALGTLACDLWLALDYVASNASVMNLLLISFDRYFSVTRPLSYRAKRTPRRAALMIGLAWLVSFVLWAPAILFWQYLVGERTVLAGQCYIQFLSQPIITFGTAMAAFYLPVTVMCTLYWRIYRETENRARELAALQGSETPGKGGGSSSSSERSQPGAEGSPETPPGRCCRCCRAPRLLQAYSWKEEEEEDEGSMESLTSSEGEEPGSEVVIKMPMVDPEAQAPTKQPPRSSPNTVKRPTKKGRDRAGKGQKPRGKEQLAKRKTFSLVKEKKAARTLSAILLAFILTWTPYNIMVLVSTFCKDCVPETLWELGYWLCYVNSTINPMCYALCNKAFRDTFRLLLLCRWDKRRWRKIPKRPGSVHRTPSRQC
CHRM4 agonist = CHRM4 agonism in calcium assay. P08173. CHO-K1 hM4/Gqi5, Fluo-8 calcium fluorescence; vehicle 0%, full acetylcholine response 100%. activation, % at 3 µM. 0.14% of 360,000 active;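 active means activation above the run mean over all test wells plus 3 SD, cut at about 32% in these data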;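 further: peak over basal fluorescence ratio per well then scaled between controls; 0% = DMSO wells and 100% = acetylcholine at EC100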
Target sequence (P08173 whole entry, looked up): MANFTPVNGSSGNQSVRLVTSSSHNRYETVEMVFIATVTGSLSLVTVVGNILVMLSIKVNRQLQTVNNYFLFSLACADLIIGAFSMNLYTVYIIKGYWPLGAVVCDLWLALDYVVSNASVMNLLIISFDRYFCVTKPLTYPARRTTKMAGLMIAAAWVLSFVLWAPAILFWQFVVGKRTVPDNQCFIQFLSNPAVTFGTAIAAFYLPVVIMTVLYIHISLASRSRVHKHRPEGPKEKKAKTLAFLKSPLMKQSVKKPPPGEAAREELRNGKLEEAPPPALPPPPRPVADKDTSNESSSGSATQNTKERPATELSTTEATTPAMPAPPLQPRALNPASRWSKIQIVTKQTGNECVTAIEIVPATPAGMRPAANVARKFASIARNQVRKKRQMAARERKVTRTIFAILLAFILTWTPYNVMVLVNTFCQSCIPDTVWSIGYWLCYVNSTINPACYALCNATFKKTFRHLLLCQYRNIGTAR
OXTR potentiate = human OXTR potentiation; P30559; CHO-OTR cells, Fluo-8 calcium fluorescence, potentiator mode; 0% = oxytocin EC15, 100% = EC100; activation, % at 3 µM; 0.061% of 320,000 active;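 active means activation above that plate's cutoff, the mean activation of tested compounds plus 3 SD, cut at about 6.6% in these data, passing the limit was not always enough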;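 further: 100% uses oxytocin at 75 nM as the full agonist control; some results filed as inactive read as strong as hits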
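Material: CHO-OTR cells, human receptor; compound dosing: single dose, 3.0 µM nominal final compound concentration; schedule: 6 min compound pre-incubation at room temperature, 100 s kinetic read; measured by: kinetic Fluo-8 calcium fluorescence; read-out basis: % activation vs EC15 and EC100 oxytocin; controls: EC15 oxytocin alone as 0%, 75 nM oxytocin as 100%; replicates: singlicate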
CHO parental Ca = counter-screen: ATP calcium response change in parental CHO cells. parental CHO-K1, ATP-induced calcium, Fluo-8 fluorescence. inhibition, % at 5.6 µM. 0.63% of 330,000 active;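 active means inhibition above that plate's mean sample inhibition plus 3 SD, cut at about 26% in these data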;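 further: 0% = ATP-challenged DMSO wells and 100% = DMSO wells without ATP; some compounds past the cut are filed as inactive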
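Test system: parental CHO cells; detection: calcium-sensitive Fluo-8 fluorescence; evaluation: percent inhibition of calcium signal; also added: ATP as calcium-mobilizing challenge; repeats: one well per compound; control set: ATP-challenged DMSO wells low, unchallenged DMSO wells high; compound: single nominal dose of 5.6 µM per compound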
CHRM1 agonist = activates human CHRM1 receptor; P11229; CHO-K1 hM1, Fluo-8 calcium fluorescence, agonist mode; 0% DMSO, 100% acetylcholine EC100; activation, % at 3 µM; 0.33% of 360,000 active; AID 588814;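 active means activation above the run's mean compound activation plus 3 SD, cut at about 16% in these data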;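 further: peak over basal fluorescence ratio within a 140 s kinetic read after compound addition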
M1 PAM = human CHRM1 positive allosteric modulation; CHO-K1 hM1, Fluo-8 calcium fluorescence, ACh EC20; 0% = ACh EC20, 100% = maximal ACh; P11229; activation, % at 3 µM; 0.088% of 360,000 active; in the data active means activation above about 19%, passing the limit was not always enough
CHO-K1 Ca antag = M1 antagonist counterscreen hit in parental CHO-K1 cells; ATP-induced calcium, Fluo-8 fluorescence; inhibition, % at 3 µM; 0.6% of 360,000 active;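 active means inhibition above a per-plate cutoff, the plate's mean sample inhibition plus 3 SD, cut at about 24% in these data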;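 further: 0% = DMSO plus EC80 ATP and 100% = DMSO alone without ATP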
CHRM4 antagonist = antagonists of human muscarinic M4 receptor (CHRM4). CHO-hM4 cells, ACh EC80, Fluo-8 calcium fluorescence. inhibition, % at 3 µM. 0.73% of 360,000 active. AID 624125;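 active means inhibition above its plate's cutoff, the mean inhibition of sample wells plus 3 SD, cut at about 27% in these data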;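 further: 0% = acetylcholine EC80 with DMSO and 100% = DMSO without agonist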
CHO-K1 Ca ag = nonselective activator or artifact in parental CHO-K1 cells | activation, % at 3 µM | 0.48% of 360,000 active | Fluo-8 calcium fluorescence; scaled to maximal ATP response, vehicle zero; in the data active means activation above about 15%;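 further: untransfected CHO-K1 host cells lacking M1 receptor as counterscreen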
Starred values were filed as active, the others as inactive; · = no result given.

SMILES	M1 antag	CHRM4 agonist	OXTR potentiate	CHO parental Ca	CHRM1 agonist	M1 PAM	CHO-K1 Ca antag	CHRM4 antagonist	CHO-K1 Ca ag
COc1cccc(-n2nnc3c(=O)n(CC(=O)N4CCCCC4)cnc32)c1	-8	0	-7	-11	-7	4	-13	6	0.7
CC(C)C(=O)Nc1ccc(-c2nc3ccccc3c(=O)o2)cc1	1	-1	-15	-2	-1	3	-13	1	-0.3
Cc1cc(C)c(NC(=O)CNC(=O)Cc2ccc(S(=O)(=O)N3CCOCC3)s2)c(C)c1	-16	1	5	-9	-4	9	-28	2	0.3
CC(C)N1CCN(Cc2cn[nH]c2C2CCCCC2)CC1CCO (stereo not given)	4	0	-11	-11	-5	-1	-1	2	-0.1
Cc1ccc(S(=O)(=O)NCc2ccccn2)c(C)c1C	7	2	4	-10	-1	-3	-6	8	0.4
COCCNc1ccc([N+](=O)[O-])cc1C(=O)NC1CCCc2ccccc21 (stereo not given)	11	-2	-6	-13	-9	-11	-7	11	-1.7
COc1ccc2c(c1)C(=O)N(c1ccc(C)cc1C)C(=O)C2(C)C	7	4	0	-3	-6	-9	-6	-9	0.7
CC(C)c1ccc(Cc2nnc(NCCCO)[nH]c2=O)cc1	6	0	-1	0	-3	-1	-6	6	0.0
CCOC(=O)CNC(=O)c1c(C)nn(C)c1Cl	-5	1	-11	5	-2	9	-10	-2	0.2
COc1ccc(CNC(=O)CC23CC4CC(CC(C4)C2)C3)cc1	-8	1	-5	-11	-1	14	8	2	-0.2
COc1cccc(CNC(=O)[C@@H]2CCCN2C(=O)[C@H]2CCCCN2C(=O)OC(C)(C)C)c1	·	0	·	·	·	·	-16	-24	0.3
CCn1ccnc1CN(C)C(=O)c1cc(COc2ccccc2SC)on1	12	5	-5	-19	-5	-13	-2	7	2.5
COc1ccc2nc(NC(=O)[C@@H]3CCCN3C(=O)c3cccs3)sc2c1	-3	0	-6	-11	-7	5	-8	2	-0.1
CC1=C(C(=O)N2CCOCC2)CC(CC(=O)NCCCN(C)C)C(=O)N1Cc1ccc(F)cc1 (stereo not given)	-36	1	·	·	-3	4	-14	-3	0.5
Cc1cccc(C)c1NC(=O)c1ccc(CN2CCc3ccccc3C2)cc1	5	1	-12	6	-6	-3	-5	13	0.7
CNCCCOc1cccc(OC(C)C)c1	-14	0	-7	2	-2	-3	21	-1	-0.6
COc1ccc(OC)c(-c2csc(NC(=O)Cc3ccccc3F)n2)c1	2	0	-6	-4	-7	-6	-12	54*	1.6
CNC(=O)COc1coc(CN2CCN(c3ccc(F)cc3)CC2)cc1=O	-15	1	-2	-6	-3	15	-4	7	0.0
CCOC(=O)N1CCN(C(=O)c2cc(OC)c(OC)c(OC)c2)CC1	-32	1	-7	-5	-1	13	-8	6	-0.2
CSc1ncccc1C(=O)OCC(=O)c1ccc[nH]1	-12	2	2	-11	-4	9	-6	-6	0.0
COc1ccc2c(c1)Cc1cc(NC(=O)c3ccccc3-c3ccccc3C(=O)O)ccc1-2	-19	-1	·	·	-1	17	1	5	1.1
Cc1ccc(C(=O)NNC(=O)CCn2nnc3ccccc32)cc1	0	4	-12	-5	-2	8	-5	-6	0.5
O=C(O)/C(=C\c1cn(-c2ccccc2)nc1-c1ccc(Cl)cc1)NC(=O)c1ccccc1	-11	2	-5	0	-2	7	-16	-7	0.4
CCC(=O)c1ccc(OCC(=O)OC(C)C(=O)Nc2c(C)n(C)n(-c3ccccc3)c2=O)cc1 (stereo not given)	-5	1	·	·	-5	2	-10	2	1.2
COC(=O)c1ccc(NS(=O)(=O)c2cc(-c3cc(C)no3)ccc2OC)cc1	-14	2	-14	-23	-2	16	-4	-7	-0.2
COc1ccc(N2CC(C(=O)Nc3ccc(S(=O)(=O)N4CCCCC4)cc3)CC2=O)cc1 (stereo not given)	-7	3	-5	-13	-2	10	2	-2	0.8
Cc1ccc2c(c1)N(CC(=O)N1CCCC1)C(=O)CO2	3	0	-13	-8	-2	6	2	0	0.5
Cc1cc2oc(=O)sc2cc1NS(=O)(=O)c1cccc2cccnc12	9	1	0	-2	-3	-4	4	-4	1.1
CN(CC(O)COc1ccc(S(=O)(=O)N2CCOCC2)cc1Cl)C1CCCCC1 (stereo not given)	9	3	-1	-8	-2	-11	-15	3	2.5
COCCCn1c(=O)/c(=C\c2ccccc2OC(F)F)s/c1=C(/C#N)C(=O)NCCOC	-5	1	-3	-8	-3	2	-13	-4	0.9
CC(=O)Nc1ccc(C(=O)OCC(=O)NCc2ccccc2)cc1	-1	2	-5	-7	-8	1	-4	1	0.4
C/C(=N/Nc1ccc(Cl)cc1)c1cnnc(-c2ccccc2)n1	-16	1	-1	-9	2	14	-2	-5	0.5
COc1ccc(N2CCN(C(=O)c3ccc(N4CCCCS4(=O)=O)cc3)CC2)cc1	4	1	-3	-1	-3	-2	-4	-8	0.8
Cn1cc(C(=O)c2ccc(F)cc2)cc1-c1nc2ccccc2n1C	13	12	-11	-1	0	-5	8	-2	4.9
CC(C)=CCN1CCN(Cc2ccc(Sc3nncn3C)o2)CC1CCO (stereo not given)	-3	1	4	-2	-9	4	3	2	-0.3
CCC(C)NS(=O)(=O)c1ccc(S(=O)(=O)N(CC(=O)Nc2ccccc2)CC2CCCO2)cc1 (stereo not given)	-4	6	-2	-21	-2	6	-18	-8	5.5
CC1NS(=O)(=O)c2cc([N+](=O)[O-])ccc21 (stereo not given)	·	1	·	·	·	·	-3	-5	0.1
C=CCn1c(Cc2ccccc2)nc2c(cnn2-c2ccccc2)c1=O	28	13	-6	39*	-2	-13	16	12	9.0
COC(=O)c1c(NC(=O)COC(=O)CCS(=O)(=O)c2ccc(C)cc2)sc(C)c1C	2	-1	-3	-18	-4	1	2	13	0.0
Cc1csc(NC(=O)CSc2ncc(-c3ccccc3)[nH]2)n1	11	7	-4	-8	-1	-1	-6	-2	3.4
OC(CNCC1CCCO1)COc1ccc(OCC(O)CNCC2CCCO2)cc1 (stereo not given)	-5	1	-8	3	-4	7	6	6	0.0
COc1ccccc1-n1c(SCC(N)=O)nc2sc3c(c2c1=O)CCC3	1	0	2	-11	-1	3	-3	2	-0.1
O=C(NCC(=O)N1CCN(c2ncccn2)CC1)c1ccc(F)cc1	0	1	1	-10	-3	2	-6	4	0.0
Cc1ccccc1NC(=S)NCc1ccc2c(c1)OCO2	0	1	-3	-4	-5	-2	-3	-11	-0.2
Cc1ccc(F)c(CNC(=O)C2CCC(=O)N(CCN3CCOCC3)C2)c1F (stereo not given)	3	1	-4	-9	-3	1	6	-14	-0.6
Cc1ccc(-c2nc(CS(=O)(=O)CC(=O)NCc3ccc4c(c3)OCO4)c(C)o2)cc1	-10	0	-5	-36	-2	3	-21	-3	-0.7
COc1ccc(OC)c(C(=O)C(=O)c2cc(OC)ccc2OC)c1	-8	7	·	·	4	0	-12	-4	0.5
O=C(Cc1c(O)c2ccccc2[nH]c1=O)OC1CCCCC1	-6	0	-2	-10	-3	5	25*	8	-0.5
CCOC(=O)c1c(NC(=O)c2cccs2)sc2c1CC(C)(C)OC2	-15	0	-9	-17	-4	8	-15	1	0.0
CCOC(=O)C(=NC(C)CC)NNc1cccc(C(F)(F)F)c1 (stereo not given)	-5	-1	-5	-22	-6	-2	13	9	-0.4
CCN(CC)C(=O)c1cnn(-c2ccccc2)c1NC(=O)c1ccccc1F	0	2	-2	-17	-3	6	-17	-9	-0.1
CCN1CCn2c3c(c4cccc(C)c42)CCCC31 (stereo not given)	-15	0	0	-23	-4	6	-6	-1	0.1
CCCNC(=O)c1ccc(Cn2c(=S)[nH]c3c([nH]c4ccc(OC)cc43)c2=O)cc1	-6	1	-6	-7	-4	2	-5	0	4.1
C#CCOCCOCCOCCNc1nc(N2CCN(C(=O)CCCCCCCCCCNC(=O)[C@@H](CCSC)n3cc(CCO)nn3)CC2)nc(N2CCN(C(=O)CCCCCCCCCCNC(=O)[C@H](CO)n3cc(CCCCCN)nn3)CC2)n1	7	6	-12	-20	-6	-4	-9	1	1.1
O=C(Nc1nccs1)NC(C(F)(F)F)C(F)(F)F	15	2	-10	-12	0	-6	3	8	2.0
CCOCCCNC(=O)c1cn(CC(C)C)c(=O)c2cc(OC)c(OC)cc12	-1	0	·	·	-4	1	-10	-8	0.8
Cc1nn(-c2ccccc2)c(Cl)c1/C=N/NC(=O)c1ccccc1NS(=O)(=O)c1cccs1	-3	1	-17	-11	2	8	3	7	0.6
O=C(N/N=C/c1cc(Br)cs1)c1ccc2c(c1)OCCO2	-6	4	-1	-14	0	14	-13	-16	1.3
Cc1ccc(S(=O)(=O)N2CCOC23CCN(C(=O)c2ccccc2Br)CC3)cc1	21	4	-9	-13	0	-6	-3	9	4.4
O=C(Nc1c(C(=O)O)oc2ccc(Br)cc12)c1ccccc1	-16	-1	3	-1	2	12	6	-9	1.9

Next part
SMILES	M1 antag	CHRM4 agonist	OXTR potentiate	CHO parental Ca	CHRM1 agonist	M1 PAM	CHO-K1 Ca antag	CHRM4 antagonist	CHO-K1 Ca ag
CC(C)N(C(=O)[C@H]1C[C@H](CC(=O)NCc2cccc(C(F)(F)F)c2)C(=O)N2CCc3c([nH]c4ccc(Cl)cc34)[C@]12C)C(C)C	-8	-1	·	-30	-5	6	-11	-5	0.7
COC(=O)c1sc(NC(=O)c2c(-c3ccccc3)noc2C)nc1C	-4	0	-6	-13	-1	7	-10	2	0.4
C[C@@H]1COc2cccc(N(C)CCO)c2S(=O)(=O)N1	·	1	·	·	·	·	0	4	1.9
CCCCCC(=O)Nc1ccc(N2CCOCC2)c(S(=O)(=O)Nc2ccc(OC)cc2)c1	-10	3	-2	-25	-3	-1	-1	-9	0.1
Cn1c(C(=O)OC(C(=O)NC(C)(C)C)c2cccnc2)cc2sccc21 (stereo not given)	-12	0	-8	-14	8	11	-13	-9	-0.1
COc1ccccc1NC(=O)Cn1c(=O)oc2ccccc21	-1	0	-9	0	-1	8	18	7	-0.5
CCOC(=O)CN1C(=O)CCSc2ccc(Cl)cc21	-10	0	2	-1	-4	8	-16	4	0.9
CC(CCN1CCN(c2ccccc2)CC1)c1ccccc1 (stereo not given)	5	-1	·	·	-8	-3	-4	-9	2.5
CC(=O)c1c(C(C)=O)c(C)n(-c2ccc3ncccc3c2)c1C	2	1	5	-11	-4	-2	-6	-1	1.0
NC(CCc1ccccc1)c1csc(Nc2cnccn2)n1 (stereo not given)	-15	3	·	·	-1	14	-7	-14	1.9
Cc1ccc(F)c(S(=O)(=O)NC(=O)C2(C)CCN2C(=O)Cc2cccc3ccccc23)c1 (stereo not given)	-11	1	·	·	-3	8	-7	-4	0.2

As entered above:
CC(C)N(C(=O)[C@H]1C[C@H](CC(=O)NCc2cccc(C(F)(F)F)c2)C(=O)N2CCc3c([nH]c4ccc(Cl)cc34)[C@]12C)C(C)C in CHRM4 antagonist has -5
COC(=O)c1sc(NC(=O)c2c(-c3ccccc3)noc2C)nc1C in CHRM1 agonist has -1
NC(CCc1ccccc1)c1csc(Nc2cnccn2)n1 (stereo not given) in CHRM4 antagonist has -14
